High-throughput results: PubChem, several laboratories
iPSC survival up: enhancers of human iPSC single-cell survival; hiPSC single-cell survival, ATPlite luminescence; 100% = ROCK inhibitor wells, 0% = DMSO; survival enhancement, % at 20 µM; 0.044% of 360,000 active; AID 602274; in the data active = survival enhancement above about 18%;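 note: cells exposed to compounds for 16 hours before the ATP read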
MITF TRPM1 inh: inhibitors of MITF-driven TRPM1 promoter in melanoma cells; SK-MEL-5 TRPM1 promoter luciferase, 24 h; inhibition, % at 12.5 µM; 0.83% of 330,000 active;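 active = mean inhibition across replicates of 60% or more, whatever share of single replicates reaches that level; inconclusive = some that reach 60%, reason not given; inactive = mean inhibition across replicates below 60%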; note: values of inactives mirror those of a sister screen read the other way
PDI inh: blocks human protein disulfide isomerase activity; P07237; 0.052% of 350,000 active; inhibition, % at 10 µM; PDI insulin aggregation turbidity, A650, 90 min;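 active = mean inhibition across replicates of 30% or more, whatever share of single replicates reach that level; inconclusive = mean inhibition below 30% while every single replicate reaches 30%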;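 note: absorbance from insulin aggregation driven by PDI reduction with DTT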
Target sequence (P07237 whole entry, looked up): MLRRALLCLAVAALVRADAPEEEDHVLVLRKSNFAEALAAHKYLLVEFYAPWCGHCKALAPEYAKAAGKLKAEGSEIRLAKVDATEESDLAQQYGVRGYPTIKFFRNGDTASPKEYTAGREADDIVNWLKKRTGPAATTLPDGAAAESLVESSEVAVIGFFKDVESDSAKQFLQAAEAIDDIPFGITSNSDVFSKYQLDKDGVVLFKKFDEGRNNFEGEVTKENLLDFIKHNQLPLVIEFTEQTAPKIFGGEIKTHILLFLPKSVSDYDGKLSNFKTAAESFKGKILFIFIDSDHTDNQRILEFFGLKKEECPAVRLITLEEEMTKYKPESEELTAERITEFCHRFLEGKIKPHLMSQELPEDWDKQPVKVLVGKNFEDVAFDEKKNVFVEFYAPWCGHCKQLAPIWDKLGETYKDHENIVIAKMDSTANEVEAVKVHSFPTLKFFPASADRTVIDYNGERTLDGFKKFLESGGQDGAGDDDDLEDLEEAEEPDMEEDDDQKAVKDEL
Peg3 promoter: inhibitors of Peg3 promoter | HeLa PEG-Prom luciferase reporter, luminescence, overnight | AID 588405 | 1.7% of 360,000 active | inhibition, % at 20 µM;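 active = inhibition of at least 50% at 20 µM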
HIF-2a block: HIF-2a inhibition; 786-0 RCC cells HIF-2a reporter, luciferase luminescence, overnight; inhibition, % at 18.8 µM; 0.72% of 360,000 active; AID 624352;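 active = inhibition of the luminescence signal of 40% or more relative to plate controls, in a single-dose primary screen at 18.75 µM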
NR2E3 ag-1: human photoreceptor-specific nuclear receptor agonism | CHO-S Gal4-NCOR/VP16-NR2E3 two-hybrid, luciferase | AID 602229 | inhibition of corepressor binding, % at 3.98 µM | 0.35% of 360,000 active;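 active = inhibition above the mean of all tested compounds plus 3 SD, cut at about 70% in these data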;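 note: 0% = DMSO with NR2E3 transfected cells and 100% = cells lacking NR2E3 construct; higher means lower luciferase signal from less NR2E3 corepressor binding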
Target sequence (Q9Y5X4 whole entry, looked up, the tested form may be a part): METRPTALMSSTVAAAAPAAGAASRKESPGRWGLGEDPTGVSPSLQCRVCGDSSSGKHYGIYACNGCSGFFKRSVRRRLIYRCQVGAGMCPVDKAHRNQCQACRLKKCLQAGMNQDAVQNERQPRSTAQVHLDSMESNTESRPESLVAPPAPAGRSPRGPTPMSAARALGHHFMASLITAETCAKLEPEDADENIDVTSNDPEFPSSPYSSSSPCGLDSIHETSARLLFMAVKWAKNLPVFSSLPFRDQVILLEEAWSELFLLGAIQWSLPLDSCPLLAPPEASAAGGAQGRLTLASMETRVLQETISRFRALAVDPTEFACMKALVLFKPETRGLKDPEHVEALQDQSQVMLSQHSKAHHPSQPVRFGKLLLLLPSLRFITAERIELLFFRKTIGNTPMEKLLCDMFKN
Exocytosis inh: lytic granule exocytosis inhibition | TALL-104 LAMP-1 surface exposure, flow cytometry; cells stimulated with thapsigargin and PMA | 0.66% of 360,000 active | inhibition, % at 10 µM | AID 651702;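 active = inhibition above about 55%, limit read from the data; inconclusive = no clear call, values can overlap the other calls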
aDG glyco act: alpha-DG glycosylation activation; Pro5-aDG cells, alpha-DG glycosylation AlphaScreen (IIH6); 0% Pro5, 100% B10-LARGE cell signal; activation, % at 10 µM; 0.22% of 360,000 active; AID 624168;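 active = activation of at least 8% versus controls, or a plate z-score of at least 8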;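 note: Pro5 are CHO cells carrying HIG-tagged alpha-DG that lacks glycosylation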
CaV13 FRET inh: Primary screen for inhibitors of IQ motif and Ca2+-dependent inactivation inhibitor domain binding in CACNA1D, Förster resonance energy transfer in living cells, …. HEK cells, CFP/YFP FRET ICDI-IQ, plate reader, 10 min; percent FRET-ratio fall versus neutral wells. inhibition, % at 12.3 µM. 0.098% of 340,000 active;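 active = mean replicate inhibition of at least 30% and at least 1% of replicates passing that level; inconclusive = only one of the two criteria is met; inactive = neither criterion is met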;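 note: 0% = median of the neutral control wells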
NR2E3 ag-2: activates human photoreceptor nuclear receptor NR2E3; GST-NR2E3/biotin-RetCOR TR-FRET, 1536-well; inhibition of corepressor binding, % at 4.78 µM; 0.12% of 320,000 active; AID 2300;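 active = percent inhibition above the cutoff of mean plus 3 SD of all tested compounds, set per screening campaign, cut at about 20% in these data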;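 note: 0% = DMSO wells and 100% = biotin wells as full block of FRET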
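Test system: GST-NR2E3 and biotin-RetCOR proteins | Quantity: 1.35 nM GST-tagged NR2E3 final | Medium: Tris pH 7.5 | Also added: 7 nM biotin-RetCOR | Dosing: Compound at 4.8 µM, single dose | Timing: 5 h at 4 °C | Detection: Time-resolved FRET | Read-out basis: Percent inhibition | Benchmarks: Biotin wells as high control, 0.6% DMSO wells as low control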
Vif imaging: HIV Vif inhibition | 0.35% of 340,000 active | inhibition, % at 7.49 µM | HEK293T cells, Vif self-association by quenched fluorescence, imaging, 24 h; in the data active = inhibition above about 50%, passing the limit was not always enough; inconclusive = no clear call, values can overlap the other calls; inactive = below about 31%; note: some results filed as inactive read as strong as hits
* = called active by the depositor; ? = inconclusive; / = no result given.

smiles	NR2E3 ag-2	Exocytosis inh	Peg3 promoter	Vif imaging	NR2E3 ag-1	MITF TRPM1 inh	iPSC survival up	HIF-2a block	PDI inh	aDG glyco act	CaV13 FRET inh
O=C(Nc1nc(-c2ccc3c(c2)OCCO3)cs1)C1CCCC1	0	-1	-304	-5	-151	-135	-0.3	-350	-3	0.8	-2
Cc1nn(C)cc1-c1n[nH]c(=S)n1-c1ccc(Cl)cc1	1	2	-7	-13	-31	0	-0.8	14	1	-0.2	-2
CC(C)C[C@H]1CN(CCCC[C@H]2CNC(=O)C(=O)N2CCc2ccc(O)cc2)C(=O)C(=O)N1CCc1ccccc1	/	-3	/	/	-6	/	0.4	-1	/	-0.1	-4
O=C(CN(CC1CCCO1)C(=O)CNS(=O)(=O)c1ccc(F)cc1)NCCc1ccccc1 (configuration not stated)	2	2	14	14	-17	2	0.1	12	-6	-0.1	-3
CC(=O)NNS(=O)(=O)c1ccc(-c2cc(C(F)(F)F)n(C)n2)s1	4	5	-1	-15	-26	-8	-0.4	8	3	0.0	-4
Nc1ccc(-c2nc3cc(N)ccc3s2)cc1	-3	-2	-149	4	-125	-8	-0.8	-154	-5	0.0	-2
CCCn1nc(NC(=O)c2cccs2)c2cc3ccc(C)cc3nc21	1	0	-5	-13	-5	-2	-0.1	-40	5	0.8	-4
Cc1sc2ncnc(SCC(=O)Nc3ccc(S(=O)(=O)N4CCOCC4)cc3)c2c1C	/	18	27	14	6	-4	-2.3	26	0	0.2	-6
COc1ccc(C(=O)NCc2nnc(SC)n2C2CCCCC2)cc1	-1	-2	14	/	-23	/	1.9	-1	4	0.3	-6
COc1cccc(/C=C2\SC(=O)N(CC(=O)NCCCn3ccnc3)C2=O)c1	3	4	-10	6	-12	-5	-0.6	-27	-5	-0.2	-3

Two entries from above, set out differently.
Order of values: NR2E3 ag-2, Exocytosis inh, Peg3 promoter, Vif imaging, NR2E3 ag-1, MITF TRPM1 inh, iPSC survival up, HIF-2a block, PDI inh, aDG glyco act, CaV13 FRET inh
O=C(Nc1nc(-c2ccc3c(c2)OCCO3)cs1)C1CCCC1
  0, -1, -304, -5, -151, -135, -0.3, -350, -3, 0.8, -2
Cc1nn(C)cc1-c1n[nH]c(=S)n1-c1ccc(Cl)cc1
  1, 2, -7, -13, -31, 0, -0.8, 14, 1, -0.2, -2

(listing goes on)
smiles	NR2E3 ag-2	Exocytosis inh	Peg3 promoter	Vif imaging	NR2E3 ag-1	MITF TRPM1 inh	iPSC survival up	HIF-2a block	PDI inh	aDG glyco act	CaV13 FRET inh
O=C(c1ccc2c(c1)OCO2)N1CCC2(CC1)Oc1ccc(Cl)cc1C(=O)C21CC(c2cccnc2)=NO1 (configuration not stated)	-1	23	3	-1	-5	-5	0.7	9	11	0.1	-9
CCCCN1C(=O)C(CC(=O)NC2CCCCC2)CC(C(=O)N2CCCCCC2)=C1C (configuration not stated)	/	2	/	/	14	/	-0.8	9	/	0.1	-13
COc1ccc(NC(=O)C(C)NS(=O)(=O)c2ccc(NC(C)=O)cc2)cc1Cl (configuration not stated)	1	-1	1	6	1	-4	-1.0	4	0	-0.3	-8
CCN(C(=O)COC(=O)c1cc(-c2cccs2)nc2ccccc12)C1CCS(=O)(=O)C1 (configuration not stated)	3	0	-11	7	4	-15	-0.4	8	1	0.2	0
COc1ccc(-c2nn(-c3ccccc3)cc2/C=N/NC(=S)NC(C)C)cc1OC	0	0	46	-1	-34	-9	-1.9	32	-5	-0.3	-5
COC(=O)c1ccc(OC(=O)C23CCC(C)(C(=O)O2)C3(C)C)cc1 (configuration not stated)	6	-4	-9	0	-22	1	-0.6	-1	-6	0.1	1
O=C(CCl)N1c2ccccc2Oc2ccc3ccccc3c21	/	-13	-85	8	-52	88*	-2.1	-144	4	4.6	-19
O=C(N/N=C/c1ccc(OC(=O)c2ccccc2)cc1)c1cccnc1	3	0	-26	16	-9	7	0.0	-3	2	0.1	-3
CN(c1ccccc1)S(=O)(=O)c1ccc(C(=O)Nc2nnc(C3CC3)o2)cc1	0	5	16	/	2	-17	-1.2	18	1	0.1	-20
Fc1ccc(N/N=C/c2cccnc2)c(F)c1	2	-1	-148	2	-1	-33	-0.9	-225	6	0.0	-17
CCC1=NC(c2ccccc2OC)N(O)C1(C)C (configuration not stated)	0	-2	0	/	-4	-4	-0.6	3	-2	1.9	-8
O=C(O)CCNc1cc(N2CCN(C(=O)c3ccco3)CC2)c2noc3c2c1C(=O)c1ccccc1-3	-49	-5	13	0	-20	-3	-0.5	18	-9	-0.2	-3
COc1ccccc1NC(=O)CSc1c2c(nc3ccccc13)CCC2	3	-3	8	0	-1	7	-3.0	24	-3	1.3	-10
COCc1cc(C)nc2sc(C(=O)N3CCCC3)c(N)c12	2	-3	-6	-5	-15	-9	1.0	11	-6	0.1	-8
COc1ccccc1NS(=O)(=O)c1ccc(C)c(C(=O)NC2CCN(Cc3ccccc3)CC2)c1	/	9	4	-22	-10	17	0.9	21	17	1.3	-5
COc1ccccc1CNC(=O)CNC(=O)c1cn(-c2ccccc2OC)c(=O)c2ccccc12	-1	2	20	-8	7	8	-0.2	8	15	0.4	8
O=C(COC(=O)c1cc(S(=O)(=O)N2CCCC2)ccc1O)Nc1ccc(S(=O)(=O)N2CCOCC2)cc1	-1	4	6	-22	14	1	-0.6	16	-1	-0.2	-1
Cc1cccc(-c2ccc3[nH]c4c(c3c2)CCN2C[C@@H]([C@H](C)O)[C@@H](N(C)C(=O)NC3CCCCC3)C[C@@H]42)c1	/	0	21	15	3	/	-1.4	14	1	0.4	-6
COc1ccccc1N(Cc1cc(=O)[nH]c2ccccc12)C(=O)c1cccc([N+](=O)[O-])c1	5	-4	31	-4	-3	-4	-0.3	14	-1	-0.1	-3
O=C(C(=O)N1CCCc2ccccc21)N1CCCc2ccccc21	1	2	-6	2	-8	2	1.7	5	-4	0.3	5
O=C(CN1C(=O)NC2(CCCCCCC2)C1=O)N1CCc2ccccc2C1	1	4	-6	-1	-14	5	1.1	-4	9	0.0	-5
CC(=O)NNc1cc(=O)c2c(=O)n(C)c(=O)n(C)c2[nH]1	4	-2	5	7	-7	3	1.9	7	0	-0.2	/
Cc1cc(Br)cc2c(C(=O)Nc3c(C)n(C)n(-c4ccccc4)c3=O)cc(-c3cccs3)nc12	9	-2	44	-10	4	13	-0.7	-39	9	-0.3	-8
Cc1ncc(CO)c(/C=N/NC(=S)Nc2ccc(C(C)C)cc2)c1O	0	-1	-5	2	-30	44	0.8	-1	-1	0.0	-5
O=C(N/C=C\n1cnc2cc(C(F)(F)F)ccc21)c1ccc([N+](=O)[O-])cc1	1	-2	35	3	-41	8	0.2	12	-4	0.0	1
CNC(=S)NCCc1c[nH]c2ccc(OC)cc12	3	2	-3	5	-21	6	0.8	10	-4	0.3	0
COc1cc(C(=O)NCCC(=O)NCCc2ccc(Cl)cc2)cc(OC)c1OC	-1	-6	5	-2	6	3	0.3	9	-4	0.0	-3
CC1CCN(C(=O)c2scc3c2OCCO3)CC1	1	-2	1	/	-8	-12	1.6	10	-21	0.1	-5
Cc1nc(S/C(C(=O)O)=C2/C(=O)Nc3ccccc32)n[nH]1	-4	1	16	-4	0	8	0.0	7	-12	0.2	6
Cc1ccn2cc(CSc3ccccc3)nc2c1	1	-1	-175	-1	-126	-56	3.3	-214	-7	0.6	/
COCCNC(=O)c1cn(CCOC)c(=O)c2c1c1ccccc1n2C	1	?	-11	/	1	12	0.0	15	-7	-0.1	-5
O=C(CN1CCN(Cc2ccc(Cl)cc2)CC1)N/N=C/c1ccccc1F	-1	2	13	0	-14	7	-0.5	5	0	0.2	3
COc1ccc(CNC(=O)CN2C(=O)c3ccccc3S2(=O)=O)cc1	/	-5	2	24	1	14	5.8	-2	2	-0.1	-6
COc1ccccc1NC(=O)CSc1nnnn1-c1ccccc1OC	1	-1	4	-10	-21	-6	-0.5	-10	0	0.0	-4
NS(=O)(=O)c1cccc(NC(=O)COC(=O)/C(=C/c2cccs2)c2cccs2)c1	-2	-1	-1	3	2	5	0.7	12	-1	0.3	-3
COC(=O)c1csc(-c2ccc(CO)o2)n1	/	-12	-14	3	-7	/	0.4	-65	/	-0.1	/
CCN(CC)C(=O)[C@H]1C[C@H](CC(=O)NCCN2CCOCC2)C(=O)N2CCc3c([nH]c4cc(CCC(=O)N(C)C)ccc34)[C@]12C	/	0	7	-2	-7	-8	-1.5	0	-37	0.0	-10
S=C1NC(c2ccccc2)=NCN1c1ccc(Cl)cc1	0	0	-81	-7	-80	-40	-0.8	-121	14	0.3	/
COc1cc(NS(=O)(=O)c2ccc(NC(C)=O)cc2)cc(OC)c1	-2	-1	10	-29	8	4	-2.2	18	-2	1.3	-4
Cc1cccc(/C=C2/Sc3ccc(C(=O)N4CCOCC4)cc3NC2=O)c1	4	5	-18	-11	0	-4	1.0	-11	-2	0.0	-7
CC(=O)NCCC(=O)Nc1cc(S(=O)(=O)N2CCOCC2)ccc1Oc1ccc(F)cc1	-1	9	-1	/	-25	0	0.7	8	7	0.2	-5
COc1ccc(/C=C2\SC(=S)N(CC(=O)NNC(=O)c3ccncc3)C2=O)cc1	1	-8	-19	-4	9	-9	-0.9	2	-4	0.3	-4
COc1cc(CNc2ccc(NC(C)=O)cc2)ccc1OCc1ccccc1C	0	-5	-116	2	-31	-51	-0.7	-32	2	0.5	14
